Screens (PubChem)
A3G deaminase: APOBEC3G (human) deaminase inhibition. AID 493012. inhibition, % at 20 µM. recombinant A3G, ssDNA deamination FAM/TAMRA fluorescence. hit rate 0.28% among 330,000. Q9HC16;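 active means inhibition of at least 40% at 20 µM, with no more than 30% in the related APOBEC3A deaminase screen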;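 further: plate controls were DMSO wells with A3G for no effect and wells lacking A3G enzyme for full effect; some compounds called inactive have numbers as strong as hits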
Target sequence (Q9HC16 whole entry, looked up): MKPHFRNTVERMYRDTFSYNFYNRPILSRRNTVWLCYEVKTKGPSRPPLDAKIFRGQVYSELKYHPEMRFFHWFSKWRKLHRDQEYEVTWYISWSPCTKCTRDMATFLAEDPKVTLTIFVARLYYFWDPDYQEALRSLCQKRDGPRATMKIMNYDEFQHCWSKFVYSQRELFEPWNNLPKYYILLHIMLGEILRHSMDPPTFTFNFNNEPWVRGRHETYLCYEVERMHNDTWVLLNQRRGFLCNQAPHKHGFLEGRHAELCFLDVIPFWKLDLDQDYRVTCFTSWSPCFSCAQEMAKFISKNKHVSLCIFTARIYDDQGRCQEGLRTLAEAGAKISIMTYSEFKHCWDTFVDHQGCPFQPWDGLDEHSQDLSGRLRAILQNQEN
MIN6 prolif: inducers of beta-cell replication in MIN6 cells; MIN6 cells proliferation, ATPlite luminescence, 48 h; cells starved in 0.2% serum; 100% = growth in 10% serum; proliferation, % at 10 µM; hit rate 0.29% among 330,000; AID 2380;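 active means compounds whose signal lies at least 3.5 SD above the mean of all wells on their plate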;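 further: 0% = DMSO-treated cells in low-serum medium and 100% = 10% serum control; some compounds called inactive have numbers as strong as hits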
hIAP block: blocks human intestinal alkaline phosphatase. P09923. purified IAP, CDP-Star luminescence, 30 min. inhibition, % at 10 µM. hit rate 0.12% among 330,000;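 active means inhibition reaching a set limit with compound at 10 µM in the primary screen, cut at about 35% in these data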;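 further: plate controls were DMSO wells with enzyme for no effect and no-enzyme buffer wells for full effect; values of inactives mirror those of a sister screen read the other way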
MPTP inh: blocks calcium-induced mitochondrial swelling | isolated mouse mitochondria, Ca2+ swelling absorbance, 30 min | inhibition, % at 10 µM | hit rate 1.4% among 360,000;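 active means inhibition of 50% or more, scaled per plate between neutral and stimulator controls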;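 further: 0% = DMSO wells given calcium and 100% = 1 mM EGTA wells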
mIAP act: increases mouse intestinal alkaline phosphatase activity; muIAP, CDP-Star luminescence, 30 min; stronger effect = higher value; 1 = vehicle-only enzyme signal, 0 = enzyme-free wells; activation factor at 10 µM; hit rate 0.24% among 330,000; AID 2805;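 active means activation factor of at least 2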; further: the source names both 10 and 20 µM as test concentration; values of inactives mirror those of a sister screen read the other way
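Assay system: mouse IAP enzyme; Reagent: CDP-Star chemiluminescent phosphatase substrate; Compound: DMSO-dissolved test compounds; Incubation: 30 min, room temperature; Technique: luminescence from enzymatic CDP-Star hydrolysis; Controls: DMSO-only wells and no-enzyme negative control.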
hIAP activ: human IAP activation; P09923; purified human IAP, CDP-Star luminescence, 30 min; stronger effect = higher value; 1 = vehicle-only enzyme, 0 = enzyme-free background; activation factor at 10 µM; hit rate 0.16% among 330,000; AID 2524;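 active means activation factor of the enzyme at least 2-fold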; further: the source names both 10 and 20 µM as test concentration; values of inactives mirror those of a sister screen read the other way
A3A deaminase: blocks human APOBEC3A ssDNA deamination. hit rate 0.41% among 330,000. inhibition, % at 20 µM. AID 493011. recombinant A3A, FAM/TAMRA ssDNA deamination fluorescence;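 active means at least 40% inhibition at 20 µM here, with at most 30% in a related deaminase screen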;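 further: plate controls were A3A with DMSO for no effect and wells lacking A3A enzyme for full effect; some results filed as inactive read as strong as hits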
Target sequence (P31941 whole entry, looked up): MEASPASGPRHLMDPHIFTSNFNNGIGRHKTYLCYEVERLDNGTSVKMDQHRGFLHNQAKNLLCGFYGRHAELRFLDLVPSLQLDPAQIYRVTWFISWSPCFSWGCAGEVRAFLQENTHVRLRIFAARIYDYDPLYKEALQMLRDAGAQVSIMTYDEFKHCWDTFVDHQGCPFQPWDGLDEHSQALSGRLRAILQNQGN
mIAP inh: blocks mouse intestinal alkaline phosphatase; purified mouse IAP, CDP-Star luminescence, 30 min; inhibition, % at 10 µM; hit rate 0.2% among 330,000; AID 2806;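 active means inhibition of at least 40% at 10 µM in the primary screen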;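 further: plate controls were DMSO with enzyme for no effect and no enzyme wells for full effect; values of inactives mirror those of a sister screen read the other way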
ATG4B inh: blocks human ATG4B protease cleavage of LC3 substrate; AID 504462; Q9Y4P1; ATG4B cleavage of LC3-PLA2, NBD-HPC fluorescence, 1 h; inhibition, % at 8.33 µM; hit rate 0.51% among 340,000; in the data active means inhibition above about 40%
Target sequence (Q9Y4P1 whole entry, looked up): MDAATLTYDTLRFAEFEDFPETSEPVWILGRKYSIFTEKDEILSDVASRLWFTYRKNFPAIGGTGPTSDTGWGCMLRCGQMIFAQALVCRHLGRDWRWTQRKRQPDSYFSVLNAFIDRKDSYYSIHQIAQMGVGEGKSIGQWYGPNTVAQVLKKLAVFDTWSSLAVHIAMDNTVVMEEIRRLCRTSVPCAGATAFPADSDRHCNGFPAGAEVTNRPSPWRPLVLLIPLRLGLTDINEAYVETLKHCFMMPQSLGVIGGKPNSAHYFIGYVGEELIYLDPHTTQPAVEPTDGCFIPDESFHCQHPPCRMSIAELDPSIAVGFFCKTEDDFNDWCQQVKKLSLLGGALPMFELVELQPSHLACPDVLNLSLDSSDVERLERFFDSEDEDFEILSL
* hit, by the source's call; · = no result given.

SMILES	A3G deaminase	MIN6 prolif	hIAP block	MPTP inh	mIAP act	hIAP activ	A3A deaminase	mIAP inh	ATG4B inh
COc1ccc(CCNC(=O)c2noc(C)c2[N+](=O)[O-])cc1OC	-4.1	-2.4	-16.7	-0.9	1.08	1.17	-5.7	-8.0	5.4
O=C(CCCl)Nc1nnc(SCC(=O)NC2CCCC2)s1	-12.1	-3.2	9.9	-0.7	0.945	0.901	-0.3	5.5	6.0
CC(=O)c1cc(O)c2ccccc2c1O	-17.2	-7.0	16.5	2.9	0.924	0.835	-3.0	7.6	1.4
CCCCCCCCC[n+]1cccc2c3ccccc3ccc21	1.2	-7.6	24.9	88.8*	0.996	0.751	1.1	0.4	3.4
CSc1ccc(CN(C)C(=O)CCNS(=O)(=O)c2ccc(C)c(C)c2)cc1	-7.6	1.4	-18.6	-0.4	0.965	1.19	-2.7	3.5	-4.5
O=C(c1ccc2c(=O)n3c(nc2c1)CCCCC3)N1CCN(c2cccc(Cl)c2)CC1	0.1	0.6	2.6	-2.3	0.976	0.974	0.2	2.4	7.8
O=S1(=O)CCC(NC(=S)NC2CCS(=O)(=O)C2)C1 (configuration not stated)	1.1	0.0	14.7	8.6	0.832	0.853	-1.7	16.8	2.2
COc1ccc(C(=O)OC(C)C(=O)NC(C)CCc2ccccc2)cc1OC (configuration not stated)	-4.7	-3.0	8.8	0.8	0.935	0.912	-2.3	6.5	-3.5
COc1ccc(-n2c(=S)[nH]c3ccccc32)cc1	5.1	-3.2	-13.4	0.6	0.997	1.13	2.5	0.3	-8.4
CCC(=O)Nc1c(-c2ccccc2)c(=O)c2ccccc2n1C	-7.5	-1.9	12.9	2.5	0.896	0.871	-3.2	10.4	-2.5
CC(C)c1nnc(NC(=O)C2CCCN2S(=O)(=O)c2ccc(Cl)cc2)s1 (configuration not stated)	-1.9	-2.6	-0.8	2.1	0.961	1.01	-2.2	3.9	-9.4
N#C/C(C(=O)N1CCOCC1)=C1/SC(Cc2ccccc2)C(=O)N1c1ccccc1 (configuration not stated)	-2.0	-1.0	-6.6	-0.4	0.969	1.07	-2.6	3.1	-6.1
O=C(CSc1nc(=O)n2ccccc2n1)N1CCC(Cc2ccccc2)CC1	-7.9	2.9	5.8	-2.3	0.958	0.942	-1.8	4.2	-9.0
Cc1ccc(-c2nc(CS(=O)(=O)CC(=O)NC3CCCCCC3)c(C)o2)cc1	-6.4	-4.0	-9.7	-1.1	1.1	1.1	-4.5	-10.2	5.3
O=C(CCc1ccccc1Cl)Nc1cc2c(cc1C(=O)O)OCCCO2	5.6	1.1	-17.1	-0.8	1.06	1.17	2.3	-6.0	1.6
CCOc1ccc(NC(=S)NNC(=O)c2cc(Br)ccc2Cl)cc1	-5.9	-1.5	-59.8	7.2	0.863	1.6	3.1	13.7	-2.6
COC(=O)c1ccccc1NS(=O)(=O)c1ccc(O)c(C(=O)O)c1	-2.7	-1.3	4.9	1.0	0.912	0.951	-2.0	8.8	-11.7
CCc1ccccc1OCC(=O)NNCC(=O)Nc1cccc(C#N)c1	-3.8	-3.1	-9.2	17.3	0.863	1.09	2.0	13.7	-9.0
Cc1ccc(C)c(OCc2nnc(NC(=O)c3ccco3)s2)c1	-2.9	-1.2	-9.5	3.6	0.975	1.09	0.5	2.5	-5.4
Cc1nn(C2CCCO2)c(=O)nc1N (configuration not stated)	-2.7	-2.6	5.6	·	1.03	0.944	1.1	-2.9	·
CCOC(=O)C(C)Oc1ccc2c(CC)cc(=O)oc2c1C (configuration not stated)	4.3	-0.9	-9.8	0.7	0.988	1.1	-0.2	1.2	6.8
Cn1c(CCNC(=O)c2ccccc2F)nnc1SCC(=O)Nc1ccccc1F	-1.9	-3.0	3.7	-1.9	0.894	0.963	2.8	10.6	-3.8
COc1cccc(-c2nn(-c3ccccc3)cc2CN(C)Cc2ccno2)c1	-3.2	6.1	12.4	0.6	1.03	0.876	-5.0	-3.2	-0.4
CCCCCCOC(=O)Cc1c(C)nc(-c2ccccc2)[nH]c1=O	4.2	-0.5	15.8	-2.9	1	0.842	2.8	-0.3	-7.5
N#C/C(=C\c1c(N2CCC(C(N)=O)CC2)nc2ccccn2c1=O)C(=O)NCc1ccco1	4.1	2.4	-22.8	-0.7	0.978	1.23	3.6	2.2	-7.7
Cc1ccc(C(=O)COC(=O)CNC(=O)c2ccccc2)s1	-1.1	-2.6	5.0	-1.6	0.961	0.95	1.1	3.9	1.2
COc1cccc2c1Oc1ncccc1N(C(=O)CCC(=O)NCc1ccccc1F)C2	-1.7	-6.4	-17.5	-1.5	0.978	1.18	1.5	2.2	-2.9
Cc1ccc(/C=N/NC(=O)c2ccccc2OCc2ccc(F)cc2)o1	-1.5	-0.2	-6.8	3.3	0.96	1.07	-1.7	4.0	-0.8
CCCn1c(SCC(=O)NC(C)C23CC4CC(CC(C4)C2)C3)n[nH]c1=O (configuration not stated)	-0.4	0.9	5.7	0.4	1.04	0.943	1.8	-4.3	5.0
O=C(Nc1ccccc1C(=O)NCC1CCCO1)c1ccc(Cl)cc1 (configuration not stated)	-8.9	8.2	-2.7	3.0	0.875	1.03	-1.3	12.5	0.2
Cc1nn(C)cc1C(C(=O)NC1CCCCC1)N(CCc1ccccc1)C(=O)c1cnccn1 (configuration not stated)	-3.5	-0.9	-7.9	1.3	1.07	1.08	-2.2	-7.0	-3.1
Cc1nnc(N2C(=O)C(O)=C(C(=O)c3ccco3)C2c2ccc(C(C)C)cc2)s1 (configuration not stated)	-13.4	-0.1	7.6	0.1	0.955	0.924	-2.4	4.5	-6.5
NS(=O)(=O)c1ccc(NC(=S)N2CCC(Cc3ccccc3)CC2)cc1	4.9	0.3	-22.2	0.3	0.935	1.22	-3.5	6.5	-7.7
CCOC(=O)N1CCC(NC(=O)c2ccc(Cl)cc2)CC1	-0.9	-0.7	-11.4	-3.1	0.984	1.11	-1.4	1.6	-1.3
O=C(CCC1CCCCC1)Nc1ccccc1C(=O)N1CCOCC1	-4.9	0.2	-16.2	0.4	1.07	1.16	-4.0	-7.5	-10.2
COc1cc2[nH]c3c(N4CCC(C(N)=O)CC4)ncnc3c2cc1OC	0.0	1.9	-1.4	·	1.19	1.01	6.4	-18.5	·
COC(=O)C1CCN(C(=O)COC(=O)CSc2ccc(C(N)=O)cc2[N+](=O)[O-])CC1	-9.4	3.8	0.9	-0.4	0.984	0.991	-3.8	1.6	1.2
O=C(COc1cccc(Br)c1)N/N=C1\CCSC1	-1.9	-4.3	10.1	0.1	0.847	0.899	2.2	15.3	1.4
CC(C)CNC(=O)CSc1ccc(S(=O)(=O)N2CCN(C)CC2)cn1	-5.8	-1.5	10.2	-2.3	0.931	0.898	-3.2	6.9	-33.0
Cc1ccc(N2C(=O)CC(N3CCN(c4ccc(F)cc4)CC3)C2=O)c(C)c1 (configuration not stated)	-7.6	1.6	-5.6	-0.8	0.906	1.06	-5.1	9.4	-8.0
Cc1oc2c(c1C(=O)Nc1cccc3ccccc13)CCCC2	-8.4	-1.3	-6.7	1.0	1.01	1.07	-6.6	-1.4	3.5
Cc1c(NC(=O)C(C)OC(=O)CNC(=O)c2ccccc2)c(=O)n(-c2ccccc2)n1C (configuration not stated)	1.7	-2.4	2.5	0.4	1.01	0.975	2.3	-1.0	0.5
CC1CCC(C(C)C)C(OC(=O)COC(=O)c2ccc(=O)[nH]c2)C1 (configuration not stated)	-0.6	-2.5	8.7	-1.6	0.925	0.913	-1.9	7.5	-8.3
COC(=O)c1c(C)[nH]c(C(=O)COC(=O)CCNS(=O)(=O)c2cccc(C(F)(F)F)c2)c1C	-1.2	-2.7	-2.1	-0.5	0.853	1.02	4.8	14.7	-8.2
CC12CC3CC(C)(C1)CC(C(O)CN1CCOCC1)(C3)C2 (configuration not stated)	16.5	-2.3	-8.4	-0.2	0.998	1.08	-0.7	0.2	-11.5
O=C(Cc1ccccc1)NC(NC(=S)Nc1cc(Cl)ccc1Cl)C(Cl)(Cl)Cl (configuration not stated)	-0.6	-6.0	-10.3	97.8*	0.806	1.1	-1.7	19.4	6.2
Cc1cccc(N(CC(=O)NC2CCCC2)C(=O)CCC(=O)Nc2cc(C)on2)c1	-9.4	0.0	-2.2	0.5	0.949	1.02	-2.5	5.1	8.3
Cc1cc(CNC(=O)c2ccc3oc(C(C)C)nc3c2)nn1C	1.4	-0.4	-4.9	-1.5	1.02	1.05	-1.9	-1.9	-4.3
COC(=O)[C@H](CC(C)C)NCc1cccc(CN[C@@H](CC(C)C)C(=O)OC)c1	-6.6	-1.3	11.3	-0.6	1.08	0.887	1.9	-7.9	-8.1
CC1(C)CC(=O)C2=C(C1)OC(N)=C(C#N)C2Cc1ccccc1 (configuration not stated)	-5.0	-1.4	-11.6	0.5	0.901	1.12	-4.7	9.9	-0.3
Cn1c(=O)c2ncn(CC(=O)NC3CCCCCC3)c2n(C)c1=O	12.2	-4.0	-1.5	-2.9	0.991	1.01	43.0*	0.9	-5.1
CCCNC(=O)c1c(N)n(-c2cccc(OC)c2)c2nc3ccccc3nc12	-6.2	-5.3	-19.1	0.2	1.22	1.19	-4.9	-22.1	-8.9

Part of the list above, showing only mIAP inh:
Structure | mIAP inh
CC12CC3CC(C)(C1)CC(C(O)CN1CCOCC1)(C3)C2 (configuration not stated) | 0.2
O=C(Cc1ccccc1)NC(NC(=S)Nc1cc(Cl)ccc1Cl)C(Cl)(Cl)Cl (configuration not stated) | 19.4
Cc1cccc(N(CC(=O)NC2CCCC2)C(=O)CCC(=O)Nc2cc(C)on2)c1 | 5.1
Cc1cc(CNC(=O)c2ccc3oc(C(C)C)nc3c2)nn1C | -1.9
COC(=O)[C@H](CC(C)C)NCc1cccc(CN[C@@H](CC(C)C)C(=O)OC)c1 | -7.9

Four entries already listed, arranged by the value under MPTP inh, ascending.
Structure	MPTP inh
Cn1c(=O)c2ncn(CC(=O)NC3CCCCCC3)c2n(C)c1=O	-2.9
Cc1cc(CNC(=O)c2ccc3oc(C(C)C)nc3c2)nn1C	-1.5
COC(=O)[C@H](CC(C)C)NCc1cccc(CN[C@@H](CC(C)C)C(=O)OC)c1	-0.6
Cc1c(NC(=O)C(C)OC(=O)CNC(=O)c2ccccc2)c(=O)n(-c2ccccc2)n1C (configuration not stated)	0.4

Single records (already shown).
CC1(C)CC(=O)C2=C(C1)OC(N)=C(C#N)C2Cc1ccccc1 (configuration not stated) is listed as A3G deaminase: -5.0; MIN6 prolif: -1.4; hIAP block: -11.6; MPTP inh: 0.5; mIAP act: 0.901; hIAP activ: 1.12; A3A deaminase: -4.7; mIAP inh: 9.9; ATG4B inh: -0.3
CCCNC(=O)c1c(N)n(-c2cccc(OC)c2)c2nc3ccccc3nc12 is listed as A3G deaminase: -6.2; MIN6 prolif: -5.3; hIAP block: -19.1; MPTP inh: 0.2; mIAP act: 1.22; hIAP activ: 1.19; A3A deaminase: -4.9; mIAP inh: -22.1; ATG4B inh: -8.9
